Screening data as filed in PubChem.
HP1b chromo inh: blocks HP1-beta chromodomain binding to methylated histone tails; P83916; AlphaScreen HP1-beta / biotin-H3K9me3 peptide binding; Potency, µM (top dose mostly 114 µM), inactives show at the top dose activity change, negative = inhibition, actives largely listed as inhibitors; AID 540317; actives 0.56% (n = 390,000); note: potency is the fitted concentration of half-maximal effect; nearly all actives have a fitted effect of over 70% in size; inactives centre near 23
Target sequence (P83916 whole entry, looked up): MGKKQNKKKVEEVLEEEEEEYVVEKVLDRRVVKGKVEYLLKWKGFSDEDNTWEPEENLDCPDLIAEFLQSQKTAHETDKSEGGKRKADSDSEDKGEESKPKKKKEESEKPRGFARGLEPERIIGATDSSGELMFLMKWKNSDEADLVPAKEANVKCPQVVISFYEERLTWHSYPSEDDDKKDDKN
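Compound inhibition of the preformed complex between 50 nM HP1-beta and 50 nM biotinylated H3K9me3 peptide was read by AlphaScreen. Buffer was PBS pH 7.4 with 0.01% Tween-20. Incubations ran 30 min at room temperature, with 10 ug/mL donor/acceptor beads.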
JMJD2A Tudor: JMJD2A Tudor domain (human) inhibition; O75164; AlphaScreen JMJD2A-Tudor / H3K4me3 peptide binding; Potency, µM (highest dose often 114 µM), without a hit: top-dose activity change, negative = inhibition, hits mostly inhibitors; actives 4.4% (n = 390,000); note: potency is the fitted concentration of half-maximal effect; % is set by controls: 0 for no effect and ±100 for the full control effect; nearly all actives have a fitted effect of over 50% in size
G9a inh: blocks human histone lysine methyltransferase G9a; AID 504332; actives 8.8% (n = 350,000); Potency, µM (top dose mostly 102 µM), without a hit: at the top dose activity, negative = inhibition, actives largely listed as inhibitors; G9a H3K9 monomethylation, AlphaScreen, 2 h; Q96KQ7; note: potency is the fitted concentration of half-maximal effect; % is set by controls: 0 for no effect and ±100 for the full control effect; nearly all actives have a fitted effect of over 75% in size
Target sequence (Q96KQ7 913-1193 limits assumed): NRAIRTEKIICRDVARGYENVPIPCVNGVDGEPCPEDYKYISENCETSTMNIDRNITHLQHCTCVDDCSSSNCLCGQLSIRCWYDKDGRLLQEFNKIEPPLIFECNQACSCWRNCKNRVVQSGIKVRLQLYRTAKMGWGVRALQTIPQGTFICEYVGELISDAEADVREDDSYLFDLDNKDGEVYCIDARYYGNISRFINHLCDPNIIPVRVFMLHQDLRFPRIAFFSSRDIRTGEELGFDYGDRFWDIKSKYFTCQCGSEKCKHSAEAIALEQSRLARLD
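AlphaScreen detection with an anti-monomethyl H3K9 antibody quantified product after a 2 h room-temperature reaction containing 500 nM biotinylated H3K9 peptide, 20 µM SAM and 20 nM enzyme, which had been preincubated 15 min with compound.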
GLS inh: inhibitors of human glutaminase (GLS). O94925. GLS enzymatic activity, qHTS titration. Potency, µM (series often up to 45.5 µM), without a hit: at the top dose activity change, negative = inhibition, hits mostly inhibitors. actives 0.21% (n = 410,000); note: potency is the fitted concentration of half-maximal effect; % is set by controls: 0 for no effect and ±100 for the full control effect
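Human kidney-isoform GLS in 45 mM KH2PO4 pH 8.2, 0.02% Tween-20, with compound, started with 1mM L-Glutamine (added stock). Glutamate oxidase/HRP/Amplex red coupled fluorescence read at start and after 30 min at RT.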
PI4K2A inh: inhibitors of human PI4K2A; Q9BTU6; purified PI4K2A, ADP-Glo luminescence, 1 h; active compounds read low; activity change, negative = inhibition, % at 76.9 µM; actives 0.13% (n = 420,000); AID 1346378; in the data active = activity change below about -50%; inconclusive = mostly about -30% to -49%;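 note: -100% = wells without enzyme as full effect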
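In this quantitative HTS, ADP production by PI4K2A was quantified luminescently after 1 h at ambient temperature; 100 microM adenosine served as plate-quality control.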
Tb PGK inh: inhibitors of T. brucei phosphoglycerate kinase; Potency, µM (series often up to 57.5 µM), for inactives: top-dose activity change, negative = inhibition, most hits filed as inhibitors; PGK/GAPDH coupled, Kinase-Glo luminescence, 60 min; P07378; actives 0.043% (n = 380,000); note: potency is the fitted concentration of half-maximal effect; % is set by controls: 0 for no effect and ±100 for the full control effect; nearly all actives have a fitted effect of over 60% in size
Target sequence (P07378 whole entry, looked up): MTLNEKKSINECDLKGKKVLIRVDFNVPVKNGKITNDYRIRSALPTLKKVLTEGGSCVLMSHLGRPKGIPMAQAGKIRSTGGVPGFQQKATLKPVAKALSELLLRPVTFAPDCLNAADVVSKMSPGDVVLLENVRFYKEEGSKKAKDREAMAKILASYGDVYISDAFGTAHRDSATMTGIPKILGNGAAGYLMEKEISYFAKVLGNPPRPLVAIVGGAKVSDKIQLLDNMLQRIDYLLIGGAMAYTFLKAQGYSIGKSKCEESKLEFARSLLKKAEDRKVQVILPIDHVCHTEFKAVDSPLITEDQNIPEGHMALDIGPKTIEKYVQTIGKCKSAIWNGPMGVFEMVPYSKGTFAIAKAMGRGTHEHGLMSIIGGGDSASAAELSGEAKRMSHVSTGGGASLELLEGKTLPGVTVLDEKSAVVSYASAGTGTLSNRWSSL
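Luminescent ATP detection (Kinase-Glo Plus) follows a 60-minute room-temperature incubation, with wells lacking PGK as controls. Buffer: 100 mM TEA (pH 7.6), 5 mM MgCl2, 0.01% Tween-20. Coupling enzyme GAPDH (100 nM final) supplies unstable 1,3-BPG in-well.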
Pin1 inhibitor: human Pin1 inhibition; Pin1 FP peptide displacement, HiFluor488, 10 min; actives 0.009% (n = 390,000); Potency, µM (series often up to 115 µM), for inactives: at the top dose activity, negative = inhibition, most hits filed as inhibitors; active = well fitted inhibition curve with a large enough effect in the polarisation, with a control signal flat, not every such curve was filed as active; inconclusive = small, poorly fitted or top-dose-only effect, or effect the other way, or a change in a side signal; inactive = no such curve, though single readings can be large or run the other way; the % refers to the polarisation; note: potency is the fitted concentration of half-maximal effect; % is set by controls: 0 for no effect and ±100 for the full control effect
Target sequence (Q13526 whole entry, looked up): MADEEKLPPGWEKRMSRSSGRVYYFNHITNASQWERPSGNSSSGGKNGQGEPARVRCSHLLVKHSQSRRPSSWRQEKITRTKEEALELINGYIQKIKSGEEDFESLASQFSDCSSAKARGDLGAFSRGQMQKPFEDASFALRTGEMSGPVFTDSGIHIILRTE
Pol eta inh: inhibitors of human DNA polymerase eta. Q9Y253. recombinant Pol eta, fluorescent DNA replication assay. Potency, µM (titrated, usually from 114 µM), for the others: top-dose activity change, negative = inhibition, usual class: inhibitors. actives 1.2% (n = 390,000); note: potency is the fitted concentration of half-maximal effect; % is set by controls: 0 for no effect and ±100 for the full control effect
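Pol eta (10 nM) was preincubated with compounds for 15 min at room temperature, after which fluorescent replication substrate (50 nM final) was added to start the reaction. Fluorescence was read kinetically at 0 and 10 min.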
BAZ2B inh: inhibitors of human BAZ2B bromodomain | AlphaScreen BAZ2B-H3K14Ac peptide displacement | Potency, µM (series often up to 114 µM), for inactives: top-dose activity change, negative = inhibition, usual class: inhibitors | actives 4.4% (n = 360,000); note: potency is the fitted concentration of half-maximal effect; % is set by controls: 0 for no effect and ±100 for the full control effect; nearly all actives have a fitted effect of over 60% in size
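Compounds, titrated to a top concentration of 110 uM, were incubated 30 min at room temperature with preformed BAZ2B/acetyl-K14 H3 peptide complex (50 nM each). Proximity signal was measured by AlphaScreen after 20 min with beads.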
* hit, by the source's call; i = inactive; ? = inconclusive; . = no result given; [ ] = remark or other dose. Unless noted, calls come from the whole dose curve; as a rule, active = well fitted curve in the direction sought with a large enough effect; inconclusive = small, poorly fitted or top-dose-only effect, or another doubt; inactive = no such curve, though single readings can be large; an effect the other way counts as inactive or inconclusive. Only part of the results is shown. The share of hits here may be higher or lower than overall.

mol | HP1b chromo inh | JMJD2A Tudor | G9a inh | GLS inh | PI4K2A inh | Tb PGK inh | Pin1 inhibitor | Pol eta inh | BAZ2B inh
COc1ccc(N(CCOc2ccccc2)S(=O)(=O)c2ccccc2)cc1 | 80%[activator] | 17% | 9%[12.7 µM] | -1% | -4 | i | 0% | -6% | 25%
Cc1ccc(C(=O)N/N=C/c2c[nH]c3ccccc23)o1 | 27% | -12% | 16% | 29% | -16 | -2% | 1% | -15% | -5%
CC(Cc1ccccc1)NC(=O)CC(c1ccccc1)c1ccccc1O (stereo not given) | 7% | -7% | 3% | -6% | 4 | 6% | -2% | -12% | 1%
CNCC(O)COc1ccccc1 (stereo not given) | 40%[activator] | -5% | 10%[59 µM] | -15% | 4 | -9% | -4% | -14% | -4%
COc1c(C)cc(C(=O)C2CCCN(C(=O)c3csc(C)n3)C2)cc1C (stereo not given) | 39% | 14% | 2% | -3% | -2 | -4% | 1% | -13% | -12%[57.1 µM]
Cc1ccc(N(Cc2cc(=O)[nH]c3ccccc23)C(=O)c2ccco2)cc1 | 13% | 29% | ? | 15% | 1 | -4% | 1% | -13% | ?
Clc1cccc(CNc2cc(-c3ccccc3)nc3nncn23)c1 | 37% | -1% | 5%[59 µM] | -9% | 5 | -4% | 5% | 6% | 3%
CC(C)(C)NC(=O)CN(c1cccc([N+](=O)[O-])c1)S(=O)(=O)c1ccccc1 | 7% | -3% | ? | 0% | 3 | -3% | 2% | -11% | 3%
Cc1ccc2c(c1)C(c1ccc(F)cc1)N(C(=O)c1cc3ccccc3oc1=O)CC(=O)N2 (stereo not given) | 25% | -31% | ? | -7% | 1 | -5% | 13% | -17% | -31%
C[C@H](NC(=O)C1CCN(S(=O)(=O)c2ccccc2)CC1)C(=O)NCc1ccc(F)cc1 | 16%[57 µM] | -18% | 22% | 11% | 6 | 6% | 5% | -3% | 1%
Cc1cccc(C(=O)Nc2ccc(S(=O)(=O)N3CCC(c4nc5ccccc5s4)CC3)cc2)c1 | 40%[activator] | -12% | -6%[59 µM] | 3% | 0 | i | 1% | -12% | -2%
Cc1ccc(NC(=O)c2cccc(S(=O)(=O)N(C)C3CCCCC3)c2)nc1 | 10% | -1% | -17% | 1% | -1 | -1% | -7% | -15% | -1%
Cc1ccccc1NC(=O)c1ccc(CSc2ncccn2)cc1 | 41% | 1% | -5%[59 µM] | -2% | -1 | 24% | -2% | -23% | 1%
CCCn1c(O)c(/C=C2\C=NN=C2c2ccccc2)sc1=S | -6% | ? | -41%[59 µM] | -2% | 0 | -10% | 1% | -18% | -8%
COc1ccc(C)c2sc(N(CCN(C)C)C(=O)c3ccc4ccccc4c3)nc12 | -16% | ? | 50µM* | 9% | 0 | 3% | -11% | -6% | ?
N#Cc1cnn2c1nc(N1CCOCC1)c1ccccc12 | 16% | -10% | 4% | -11% | 4 | -2% | -2% | 4% | -9%
CC1CCN(S(=O)(=O)c2ccc3c(c2)oc(=O)n3CC(=O)N2CCc3ccccc3C2)CC1 | 19% | -26% | -9% | 3% | -11 | -2% | 4% | -1% | 7%
CC1CCC2C(=O)N(c3ccc(Cc4ccncc4)cc3)C(=O)C2C1 (stereo not given) | 23% | -16% | 7% | 1% | -1 | -6% | -6% | -13% | -14%
CC(C)(C)c1ccc(S(=O)(=O)N2CCN(CC(=O)NC(=O)NC3CCCCC3)CC2)cc1 | 25% | -11% | 4%[0.501 µM] | -5% | 0 | -1% | 9% | -24% | 5%
CC(C)N(CCc1ccncc1)C(=S)Nc1ccc(F)c(Cl)c1 | 30% | -24% | ? | 12% | 3 | -9% | -11% | -18% | 5%

Ordered by molar mass (falling): some entries from above.
mol | HP1b chromo inh | JMJD2A Tudor | G9a inh | GLS inh | PI4K2A inh | Tb PGK inh | Pin1 inhibitor | Pol eta inh | BAZ2B inh
Cc1cccc(C(=O)Nc2ccc(S(=O)(=O)N3CCC(c4nc5ccccc5s4)CC3)cc2)c1 | 40%[activator] | -12% | -6%[59 µM] | 3% | 0 | i | 1% | -12% | -2%
COc1ccc(C)c2sc(N(CCN(C)C)C(=O)c3ccc4ccccc4c3)nc12 | -16% | ? | 50µM* | 9% | 0 | 3% | -11% | -6% | ?
COc1ccc(N(CCOc2ccccc2)S(=O)(=O)c2ccccc2)cc1 | 80%[activator] | 17% | 9%[12.7 µM] | -1% | -4 | i | 0% | -6% | 25%
CC(Cc1ccccc1)NC(=O)CC(c1ccccc1)c1ccccc1O (stereo not given) | 7% | -7% | 3% | -6% | 4 | 6% | -2% | -12% | 1%
Cc1ccc(N(Cc2cc(=O)[nH]c3ccccc23)C(=O)c2ccco2)cc1 | 13% | 29% | ? | 15% | 1 | -4% | 1% | -13% | ?
CCCn1c(O)c(/C=C2\C=NN=C2c2ccccc2)sc1=S | -6% | ? | -41%[59 µM] | -2% | 0 | -10% | 1% | -18% | -8%
N#Cc1cnn2c1nc(N1CCOCC1)c1ccccc12 | 16% | -10% | 4% | -11% | 4 | -2% | -2% | 4% | -9%
CNCC(O)COc1ccccc1 (stereo not given) | 40%[activator] | -5% | 10%[59 µM] | -15% | 4 | -9% | -4% | -14% | -4%

Further results:
mol | HP1b chromo inh | JMJD2A Tudor | G9a inh | GLS inh | PI4K2A inh | Tb PGK inh | Pin1 inhibitor | Pol eta inh | BAZ2B inh
COc1ccccc1N1C(=NC(=O)C2CCCCC2)SC2CS(=O)(=O)CC21 (stereo not given) | 30% | -3% | . | 6% | -3 | 0% | -5% | -6% | -3%
CCn1c2ccccc2c2nnc(N3CCN(c4cc(C)ccc4C)CC3)nc21 | 21% | -12% | -22%[59 µM] | -1% | -2 | i | 11% | 13% | -21%
O=C([C@H](Cc1ccc(O)cc1)n1cc(CCO)nn1)N1CCNCC1 | 33% | -16% | -20%[59 µM] | 8% | 1 | i | -5% | -7% | -10%
O=C(COC(=O)CN1C(=O)C2CCCCC2C1=O)Nc1ccc(F)c(F)c1F (stereo not given) | 46%[activator] | -2% | . | 0% | 4 | 11% | ? | 0% | .
COc1ccc(OC)c(/C(C)=N\NC(=O)c2cc3cc(Cl)ccc3n2C)c1 | 25% | -11% | ? | -4% | 1 | -9% | 11% | ? | -18%
COc1ccccc1CNC(=O)c1cccc(N(C)C)c1 | 8% | -29% | 8.9µM* | 28% | 4 | i | 0% | -14% | -36%
COc1ccc(CCNC(=O)c2cccc(S(=O)(=O)N3CCCCCC3)c2)cc1 | 43%[activator] | 2% | 7%[12.7 µM] | 0% | 0 | -9% | -2% | -3% | 6%
CCC(=O)NN1CCN(c2ccncc2S(=O)(=O)N2CCCCC2)CC1 | 31% | 11% | 34% | 2% | -20 | 1% | -4% | 0% | 2%
CSc1ccc(Cn2nnc(C(=O)NCc3ccccc3)c2N)cc1 | 52%[activator] | -8% | 19%[59 µM] | -2% | -7 | -4% | 1% | -23% | 4%
CCCOC(=O)Nc1nc(-c2ccc(C)cc2)c(C)s1 | -13% | -6% | 50µM* | -7% | -2 | 13% | 2% | -3% | -15%
O=C(CCNS(=O)(=O)c1ccc(Cl)cc1)Nc1ccncc1 | 19% | 2% | 7% | 3% | 6 | 1% | 2% | 0% | 8%
O=C(NC1Cc2ccccc2C1)c1cc(COc2ccc(F)cc2Cl)on1 | 6% | -6% | . | 10% | -7 | -6% | -4% | -10% | 11%
COc1cccc(-c2ccc(-c3noc(-c4ccccc4Br)n3)c(OC)n2)c1 | 53%[activator] | 8% | 1%[59 µM] | -6% | -1 | -5% | -1% | -17% | 4%
O=C(CN1CCN(S(=O)(=O)c2cccs2)CC1)NCC1CCCCC1 | 41%[activator] | -24% | -10%[2.33 µM] | 0% | -1 | i | -1% | -8% | 6%
O=C(CSc1ccc(-c2ccccc2)nn1)N1CCOCC1 | 15% | -14% | -23%[12.7 µM] | 1% | ? | -21% | -4% | -12% | -5%
Cc1ccc(NC(=O)CCc2ccc(C)o2)c(Br)c1 | -14% | -24% | ? | 13% | 1 | -5% | 6% | -9% | 3%
CCNC(=O)c1ccc(CSc2nc3cccnc3n2Cc2ccc(OC)cc2)cc1 | 29% | -14% | -38%[59 µM] | 12% | 1 | 8% | -1% | -6% | 2%
COc1ccccc1OCC(O)CN1C(=O)NC(C)(C)C1=O (stereo not given) | 21% | ? | 10% | -1% | 2 | -7% | -3% | -12% | -1%
CCOc1c(C)cnc2c1c(=O)n(Cc1c(F)cccc1Cl)c(=O)n2C | 42%[activator] | -4% | 25% | -4% | 1 | 3% | 0% | -6% | -2%[57.1 µM]
CCC(C)(C)n1nnnc1C(c1cc2ccc(OC)cc2[nH]c1=O)N1CCCCC1 (stereo not given) | -11% | -27% | ? | -2% | 2 | -4% | 2% | -10% | -6%
COc1ccc(C(=O)Nc2cccc(C(=O)O)c2)cc1S(=O)(=O)N1CCCC1 | 28% | -1% | 16% | -2% | 0 | -3% | -9% | -12% | -12%
CC(C)c1ccc(NC(=O)Cn2cc(S(=O)(=O)N3CCN(c4ccccc4F)CC3)c3ccccc3c2=O)cc1 | 3% | -21% | -9%[59 µM] | -1% | -2 | -6% | 7% | -19% | -8%

Part of the list above in order of formula weight, high to low:
mol | HP1b chromo inh | JMJD2A Tudor | G9a inh | GLS inh | PI4K2A inh | Tb PGK inh | Pin1 inhibitor | Pol eta inh | BAZ2B inh
O=C(COC(=O)CN1C(=O)C2CCCCC2C1=O)Nc1ccc(F)c(F)c1F (stereo not given) | 46%[activator] | -2% | . | 0% | 4 | 11% | ? | 0% | .
O=C(NC1Cc2ccccc2C1)c1cc(COc2ccc(F)cc2Cl)on1 | 6% | -6% | . | 10% | -7 | -6% | -4% | -10% | 11%
CSc1ccc(Cn2nnc(C(=O)NCc3ccccc3)c2N)cc1 | 52%[activator] | -8% | 19%[59 µM] | -2% | -7 | -4% | 1% | -23% | 4%
